KCNQ1 pot = potentiators or activators of human KCNQ1 potassium channel | P51787 | CHO-K1 KCNQ1, thallium flux FluxOR fluorescence; active compounds read high | B-score at 10 µM | actives 0.35% (n = 310,000);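 active = fluorescence ratio B-score, a plate-corrected score, at least three library SD, with initial intensity B-score within 5 SD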
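Medium – assay buffer, equal DMSO in all wells · Material – CHO-K1 cell line with stable KCNQ1 potassium channel expression · Signal – kinetic FluxOR thallium fluorescence, 10-s 1-Hz baseline, 110-s post-stimulus read · Compound – single concentration per compound, DMSO matched to controls · Schedule – 37 °C overnight plating, 90-min dark dye load, 20-min compound pretreatment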
PolyA inhibitor = yeast polyadenylation inhibition; S. cerevisiae SKY197-pL101 polyadenylation reporter, beta-gal luminescence; efflux-impaired pdr1/pdr3 knockout yeast; score 100 = 6 SD above DMSO; calls only at 12 µM; actives 0.02% (n = 300,000); AID 1875;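 active = lowest replicate activity score at least 50, where 100 means six control SD above control mean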;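 note: yeast exposed to compound for 9 h at 30 °C; higher score means more reporter readthrough which indicates perturbed polyadenylation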
RGS4 pot = RGS4 potentiation or activation; HEK293 M3R/inducible RGS4, carbachol calcium flux Fluo4; active compounds read low; B-score at 10 µM; actives 0.92% (n = 310,000);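 active = B-score of the integrated calcium signal more than 4 SD below the library mean, with starting fluorescence not abnormally high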;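 note: negative B-score means reduced calcium response which marks RGS4 activation or potentiation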
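test system = HEK293 cells with stable M3R and inducible RGS4 | schedule = recording 10 s baseline at 1 Hz, 100 s post-agonist | technique = Fluo4-AM (2 µM) calcium-flux fluorescence, kinetic read | measure = Agonist-evoked peak-minus-minimum fluorescence over baseline, integrated ratio, B score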
hERG rescue = shields human hERG channel from block by proarrhythmic agents; activation (rescue from dofetilide block), less the hit threshold, % at 10 µM; actives 0.51% (n = 310,000); CHO-hERG, FluxOR thallium flux, dofetilide IC70 present;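 active = activation above the mean of controls blocked by dofetilide plus 5 SD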;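 note: thallium influx through hERG after potassium depolarization seen as dye fluorescence rise; in these data hits start at about 4.7%; inactives centre near -7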
Target sequence (Q12809 whole entry, looked up): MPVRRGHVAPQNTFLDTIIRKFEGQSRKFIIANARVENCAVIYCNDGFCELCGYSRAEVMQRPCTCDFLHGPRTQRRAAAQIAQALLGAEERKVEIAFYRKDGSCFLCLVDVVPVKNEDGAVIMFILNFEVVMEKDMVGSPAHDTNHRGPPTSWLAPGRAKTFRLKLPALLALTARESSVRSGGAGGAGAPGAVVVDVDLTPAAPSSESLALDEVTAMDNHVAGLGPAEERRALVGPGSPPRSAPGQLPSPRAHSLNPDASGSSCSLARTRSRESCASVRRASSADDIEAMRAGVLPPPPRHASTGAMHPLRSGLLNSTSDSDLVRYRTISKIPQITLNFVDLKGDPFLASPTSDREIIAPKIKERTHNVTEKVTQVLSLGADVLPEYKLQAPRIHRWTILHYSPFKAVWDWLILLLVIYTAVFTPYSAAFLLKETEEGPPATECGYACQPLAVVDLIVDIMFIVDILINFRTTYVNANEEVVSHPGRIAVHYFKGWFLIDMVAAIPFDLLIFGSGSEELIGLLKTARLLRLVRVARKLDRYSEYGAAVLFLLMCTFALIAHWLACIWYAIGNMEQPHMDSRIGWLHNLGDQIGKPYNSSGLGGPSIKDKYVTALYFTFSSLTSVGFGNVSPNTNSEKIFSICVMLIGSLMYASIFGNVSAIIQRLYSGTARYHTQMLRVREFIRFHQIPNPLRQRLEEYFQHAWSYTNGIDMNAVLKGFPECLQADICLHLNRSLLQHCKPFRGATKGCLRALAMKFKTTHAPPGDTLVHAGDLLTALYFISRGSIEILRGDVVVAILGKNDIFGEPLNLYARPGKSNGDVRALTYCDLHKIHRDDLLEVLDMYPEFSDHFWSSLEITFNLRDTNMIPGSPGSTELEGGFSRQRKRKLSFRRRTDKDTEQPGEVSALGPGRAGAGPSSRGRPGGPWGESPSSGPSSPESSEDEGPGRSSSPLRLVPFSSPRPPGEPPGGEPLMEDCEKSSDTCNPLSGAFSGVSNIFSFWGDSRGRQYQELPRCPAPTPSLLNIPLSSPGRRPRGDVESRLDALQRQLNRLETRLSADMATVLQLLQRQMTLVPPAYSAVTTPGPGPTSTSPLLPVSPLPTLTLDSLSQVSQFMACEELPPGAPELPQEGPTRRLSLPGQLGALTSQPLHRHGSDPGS
Dyrk1A ADPGlo = blocks rat Dyrk1A kinase activity; Q63470; ADP-Glo luminescence, NFATc1 peptide; inhibition, % at 12.5 µM; actives 0.43% (n = 310,000); AID 504441; in the data active = inhibition above about 50%;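 note: plate controls were vehicle with enzyme for no effect and no enzyme for full effect; many of its hits are not listed in these tables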
GSK3B inh = inhibitors of human GSK3beta kinase. P49841. GST-GSK3beta kinase, ADP-Glo luminescence, 60 min; active compounds read low. activity score (negative = inhibition), % at 10 µM. actives 0.038% (n = 300,000). AID 2097;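 active = more than half of replicate wells score below -50%, meaning over 50% inhibition versus plate controls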;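 note: 0% = median DMSO wells and -100% = median GW8510 positive control wells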
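test system = GST-tagged human GSK3beta kinase, cell-free | reagent = 25 µM ATP with peptide substrate | dosing = one dose of 10 µM per compound | schedule = 60 min reaction, RT | detection = luminescent ADP-Glo measurement of ADP formed | control set = DMSO neutral wells and GW8510 at 20 µM as positive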
GSK3 alpha inh = inhibitors of human GSK-3 alpha kinase. ADP-Glo luminescence, 60 min. inhibition, % at 10 µM. AID 2650. actives 0.1% (n = 320,000). P49840;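 in the data active = inhibition above about 50%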;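 note: GST-tagged GSK-3 alpha with peptide substrate and 25 µM ATP; 0% = DMSO neutral wells and 100% = GW8510 positive control wells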
HDAC3 inhib = human HDAC3 inhibition; recombinant HDAC3, fluorogenic peptide/trypsin coupled, fluorescence; O15379; actives 0.15% (n = 320,000); inhibition, % at 8.3 µM; AID 2718; in the data active = inhibition above about 26%, passing the limit was not always enough
KCNQ1 block = blocks the human KCNQ1 potassium channel; P51787; CHO-K1 KCNQ1, FluxOR thallium flux fluorescence; active compounds read high; B-score at 10 µM; actives 1.3% (n = 310,000); AID 2642;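 active = compounds whose thallium flux B-score, printed positive for inhibition, exceeds three library SD while starting fluorescence stays within three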;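 note: channel opened by potassium depolarization with thallium stimulus after 20 min compound exposure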
KCNK9 inh = blocks the human KCNK9 two-pore domain potassium channel. B-score at 10 µM. actives 1.2% (n = 310,000). AID 488922. HEK293 KCNK9, FluxOR thallium flux fluorescence; active compounds read low;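 active = ratio B-score over 3 SD below the library mean, with starting fluorescence within 5 SD of its mean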;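 note: negative B-score means less thallium flux so channel inhibition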
KCNK3 block = human KCNK3 channel inhibition, primary screen; actives 0.84% (n = 340,000); O14649; B-score at 10 µM; AID 602410; CHO-KCNK3 thallium flux, FluxOR fluorescence; active compounds read low;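 active = B-score under library mean minus 4 SD, starting fluorescence ratio at most library mean plus 5 SD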;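 note: more negative B-score means stronger inhibition of thallium flux through KCNK3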
Numbers without * were called inactive; i = inactive; / = no result given. The list is partial (hit frequency here may not be typical).

SMILES	KCNQ1 pot	PolyA inhibitor	RGS4 pot	hERG rescue	Dyrk1A ADPGlo	GSK3B inh	GSK3 alpha inh	HDAC3 inhib	KCNQ1 block	KCNK9 inh	KCNK3 block
O=C(Nc1nc2ccccc2[nH]1)c1ccc(Cl)cc1	i	i	i	-8	15	0	-2	-5	i	i	i
CC(=O)C[C@H]1c2cc(C(F)(F)F)ccc2S(=O)(=O)N1c1ccc(N(C)C)cc1	i	i	i	-5	-6	0	0	-1	i	i	i
COc1ccccc1N1CCN(/N=C\c2sccc2C)CC1	i	i	i	-5	-2	0	0	-2	i	i	i
Cc1cc(-c2cc(-c3ccc(Cl)cc3)nc(N)c2C#N)co1	i	i	i	-15	2	3	-2	-4	i	i	i
COc1ccc(CCNC(=O)c2ccc(C)s2)cc1OC	i	i	i	-2	-1	0	1	3	i	i	i
O=C(c1ccc(S(=O)(=O)N2CCCC2)cc1)N1CCCCC1	i	i	i	0	5	0	/	/	i	i	i
COc1ccc(-c2cc(C(=O)N3CCCc4ccccc43)no2)cc1OC	i	i	i	-12	-3	0	/	2	i	i	i
O=C(NNC(=S)Nc1ccc(F)cc1)[C@H]1C[C@@H]1c1ccccc1	i	i	i	0	/	-1	-1	2	i	i	i
O=C(N/N=C/c1c[nH]c2c1ccc1ccccc12)c1ccc([N+](=O)[O-])cc1	i	i	i	3	27	4	-2	-7	i	i	i
CCOC(=O)Nc1ccccc1C(=O)Nc1cc(C)cc(C)c1	i	i	i	-12	0	2	0	1	i	i	i
Cc1[nH]c2ccc(C(=O)NCCCN3CCOCC3)cc2c1C	i	i	i	-5	-7	-1	0	0	i	i	i
O=C(Nc1nc2c(s1)CCCC2)c1ccc(Br)s1	i	i	i	-5	7	4	3	8	i	i	i
Cc1cccc(NC(=S)N2CCC(NC(=O)c3cccc(F)c3)CC2)c1	i	i	i	-5	-1	-3	0	4	i	i	i
Nc1nc(SCC(=O)Nc2ccccc2-c2ccccc2)n[nH]1	i	i	i	-4	-1	0	-3	-7	i	i	i
CCn1c(O)c(N=NC2=NC(=O)CS2)c2ccccc21	i	i	i	9.1*	6	1	0	7	i	i	i
CN(C)c1ccc(C2CC(=O)C=C(Nc3ccccc3N)C2)cc1 (centres undefined)	i	i	i	-8	/	0	0	2	i	i	i
CCc1ccc(OCC(=O)NNC(=S)NC(=O)C2CC2)c(Br)c1	i	/	i	-14	-1	2	/	5	i	i	i
COc1ccc(-n2cnnc2SCc2csc(-c3ccccc3)n2)cc1	i	i	i	-18	9	2	-1	0	i	i	i
COc1ccc(/C=N/NC(=S)Nc2c(C)n(C)n(-c3ccccc3)c2=O)cc1OC	i	i	i	-4	20	2	4	9	i	i	i
CSc1nc(C)cc(SCC(=O)Nc2ccc(Cl)cc2Cl)n1	i	i	i	-1	6	-1	0	0	i	i	i
Clc1ccc(OCc2cnc(Cl)s2)cc1	i	i	i	-2	5	1	-3	13	i	i	i
Cc1ccc(S(=O)(=O)CC(=O)N(C)C)cc1	i	i	i	-8	-11	2	2	4	i	i	i
Cc1nn(C)cc1CNC(=O)c1ccccc1Br	i	i	i	-7	14	0	-1	0	i	i	i
CCSc1nnc(NC(=O)CC)s1	i	i	i	-7	0	-2	0	-2	i	i	i
O=C1CN(C(=O)CSc2nc3ccccc3n2CCc2ccccc2)c2ccccc2N1	i	i	i	-11	7	-2	-2	-2	i	i	i
COC(=O)CCN1CCN(S(=O)(=O)c2cccc(Br)c2)CC1	i	i	i	3	/	1	-1	-1	i	i	i
COC(=O)c1cc2occc2n1Cc1nc(-c2ccc(Cl)cc2)oc1C	i	i	-7.2*	-17	-6	1	4	1	i	i	i
O=C(Nc1ccccc1-c1nnn(CC(=O)N2CCOCC2)n1)c1ccc(F)cc1	i	i	i	-4	1	1	0	2	i	i	i
O=C(Nc1cccc(C(F)(F)F)c1)C(Sc1ncnc2ccccc12)c1ccccc1 (centres undefined)	i	i	i	-12	-5	-22	-1	5	i	i	i
CCCCN(C)CCCNC(=O)CN1C(=O)CSc2ccc(S(=O)(=O)N3CCOCC3)cc21	i	i	i	-9	-3	0	1	-3	i	i	i
Cc1ccc(Cn2cccc(NC(=O)c3ccco3)c2=O)cc1	i	i	i	2	1	1	2	-3	i	i	i
CCN(CC)CCNC(=O)c1c(O)c2cccc3c2n(c1=O)CCC3	i	i	i	-8	1	2	/	/	i	i	i
CC(C)Cn1c(C(C)C)nc([N+](=O)[O-])c1S(=O)(=O)c1ccc(F)cc1	i	i	i	-14	-5	-5	3	1	i	i	i
COc1ccc(-n2c(C)nn(C)c2=O)cc1	i	i	i	-13	2	2	2	0	i	i	i
CN(Cc1cccnc1)Cc1cn(C)nc1-c1cccc(Cl)c1	i	i	i	-16	/	0	1	3	i	i	i
COCCCn1c(SCCc2ccccc2)nc2cc(OC)c(OC)cc2c1=N	i	i	i	-36	4	2	1	3	i	i	i
COc1ccccc1OCC(=O)Nc1ccc(S(=O)(=O)Nc2nc(C)cc(C)n2)cc1	i	i	i	-6	6	6	0	13	i	i	i
C=CCOC(=O)c1ccc(-n2cncn2)nc1	i	i	i	-5	1	0	-4	-1	i	i	i
COc1ccc2[nH]c(C(=O)NCc3ccc4c(c3)OCO4)cc2c1	i	i	i	-14	1	0	0	-17	i	i	i
O=C(C1COc2ccccc2O1)N1CCN(c2nc3ccc([N+](=O)[O-])cc3s2)CC1 (centres undefined)	i	i	i	-10	8	10	-1	0	i	i	i
COc1ccc(Cl)cc1NC(=O)CCS(=O)(=O)c1ccc(Br)cc1	i	i	i	-10	/	-1	-2	5	i	i	i
CCCS(=O)(=O)N1CCN(C(=O)c2ccccc2F)CC1	i	i	i	-13	-2	-3	0	-1	i	i	i
COc1ccccc1N(C)S(=O)(=O)c1ccc(Cl)c(C(=O)N2CCC2)c1	i	i	i	-9	-1	2	-1	1	i	i	i
COc1ccc(CN2CCOC2=O)cc1OC	i	i	i	-7	0	1	-1	0	i	i	i
Fc1ccc(N2CCN(C3CCC(c4ccccc4)CC3)CC2)cc1 (centres undefined)	i	i	i	-9	/	5	-1	-9	i	i	i
COc1ccc(NS(=O)(=O)c2ccc3oc4ccccc4c3c2)cn1	i	i	i	-4	5	1	-3	7	i	i	i
O=C(Nc1nnc(C2CC2)s1)c1cc(-c2ccccc2)nn1-c1ccccc1	i	i	i	-6	4	1	/	/	i	-9.4*	i
O=C(O)/C(=C\c1ccco1)NC(=O)c1ccc(Br)o1	i	i	i	-4	6	2	-4	4	i	i	i
COc1ccc(-n2cnnc2SCC(=O)N(C)c2ccccc2)cc1	i	i	i	-3	7	1	-1	2	i	i	i
CC1(C)CN(c2ccc(F)cc2)C1=O	i	i	i	-5	-1	1	-2	-2	i	i	i
COc1cccc(C2CC(c3ccccc3)=NN2S(=O)(=O)c2ccccc2)c1OC (centres undefined)	i	i	i	-13	-1	-3	-1	1	i	i	i
Cc1ccc(-c2nc3ccc([N+](=O)[O-])cc3[nH]2)cc1	i	i	i	-4	31	-3	-3	0	i	i	i
NC(=O)CSc1nnc(-c2ccco2)n1N	i	i	i	-9	-5	3	2	-2	i	i	i
COc1cc(OC)c(OC)cc1CNCC1COc2ccccc2O1 (centres undefined)	i	i	i	-6	2	3	-2	0	i	i	i
C/C(=N\NC(=O)c1nnn(-c2nonc2N)c1CN1CCC(C)CC1)c1cccc(Br)c1	i	i	i	-6	5	-37	18	-1	i	i	i
COc1cc(SC)ccc1C(=O)Nc1ccc2c(c1)CCN2S(C)(=O)=O	i	i	i	-5	5	2	-2	11	i	i	i
O=C(NC1CCCCC1)C(c1cccs1)N(CC1CCCO1)C(=O)c1csnn1 (centres undefined)	i	i	i	-12	5	4	-1	1	i	i	i
Cc1cccc2cc(C#N)c(NCCCNS(=O)(=O)c3ccc(Cl)cc3)nc12	i	i	i	-11	0	-5	/	8	i	i	i
COc1ccc2nc(C)[nH]c(=O)c2c1	i	i	i	-4	2	-1	7	-3	i	i	i
O=C(Cc1c[nH]c2ccccc12)Nc1nccs1	i	i	i	-6	-1	-2	6	8	i	i	i
N#CC1=C(N)Oc2cc(N)ccc2C1c1ccc(F)cc1F (centres undefined)	i	i	i	-11	7	/	2	-9	i	i	i
CCc1nnc(NC(=O)CCC(=O)N2CCN(Cc3ccc(F)cc3)CC2)s1	i	i	i	0	5	2	-1	-2	i	i	i

Structural class: the entries above containing an aryl thioether with sulfur outside any ring
SMILES	KCNQ1 pot	PolyA inhibitor	RGS4 pot	hERG rescue	Dyrk1A ADPGlo	GSK3B inh	GSK3 alpha inh	HDAC3 inhib	KCNQ1 block	KCNK9 inh	KCNK3 block
Nc1nc(SCC(=O)Nc2ccccc2-c2ccccc2)n[nH]1	i	i	i	-4	-1	0	-3	-7	i	i	i
COc1ccc(-n2cnnc2SCc2csc(-c3ccccc3)n2)cc1	i	i	i	-18	9	2	-1	0	i	i	i
CSc1nc(C)cc(SCC(=O)Nc2ccc(Cl)cc2Cl)n1	i	i	i	-1	6	-1	0	0	i	i	i
CCSc1nnc(NC(=O)CC)s1	i	i	i	-7	0	-2	0	-2	i	i	i
O=C1CN(C(=O)CSc2nc3ccccc3n2CCc2ccccc2)c2ccccc2N1	i	i	i	-11	7	-2	-2	-2	i	i	i
O=C(Nc1cccc(C(F)(F)F)c1)C(Sc1ncnc2ccccc12)c1ccccc1 (centres undefined)	i	i	i	-12	-5	-22	-1	5	i	i	i
COCCCn1c(SCCc2ccccc2)nc2cc(OC)c(OC)cc2c1=N	i	i	i	-36	4	2	1	3	i	i	i
COc1ccc(-n2cnnc2SCC(=O)N(C)c2ccccc2)cc1	i	i	i	-3	7	1	-1	2	i	i	i
NC(=O)CSc1nnc(-c2ccco2)n1N	i	i	i	-9	-5	3	2	-2	i	i	i
COc1cc(SC)ccc1C(=O)Nc1ccc2c(c1)CCN2S(C)(=O)=O	i	i	i	-5	5	2	-2	11	i	i	i

Assay outcomes deposited in PubChem by several laboratories.
